# TLR9-MyD88 inh – blocks human TLR9 binding to MyD88; AID 504734; CHO BLA complementation TLR9-MyD88, CCF4 FRET ratio; Q9NR96+Q99836; inhibition, % at 4.98 µM; 340,000 compounds, 0.21% hits;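 active means inhibition above the mean over all tested compounds plus 3 SD, cut at about 21% in these data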;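 further: 0% = DMSO only wells and 100% = clavulanate BLA inhibitor control wells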
# NOD2-RIPK2 inh – NOD2-RIPK2 protein interaction inhibition; CHO BLA complementation NOD2-RIPK2, CCF4 ratio; inhibition, % at 4.98 µM; 360,000 compounds, 0.38% hits; AID 624267; in the data active means inhibition above about 21%;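 further: 0% = vehicle only and 100% = reference blocker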
# Target sequence (O43353 whole entry, looked up): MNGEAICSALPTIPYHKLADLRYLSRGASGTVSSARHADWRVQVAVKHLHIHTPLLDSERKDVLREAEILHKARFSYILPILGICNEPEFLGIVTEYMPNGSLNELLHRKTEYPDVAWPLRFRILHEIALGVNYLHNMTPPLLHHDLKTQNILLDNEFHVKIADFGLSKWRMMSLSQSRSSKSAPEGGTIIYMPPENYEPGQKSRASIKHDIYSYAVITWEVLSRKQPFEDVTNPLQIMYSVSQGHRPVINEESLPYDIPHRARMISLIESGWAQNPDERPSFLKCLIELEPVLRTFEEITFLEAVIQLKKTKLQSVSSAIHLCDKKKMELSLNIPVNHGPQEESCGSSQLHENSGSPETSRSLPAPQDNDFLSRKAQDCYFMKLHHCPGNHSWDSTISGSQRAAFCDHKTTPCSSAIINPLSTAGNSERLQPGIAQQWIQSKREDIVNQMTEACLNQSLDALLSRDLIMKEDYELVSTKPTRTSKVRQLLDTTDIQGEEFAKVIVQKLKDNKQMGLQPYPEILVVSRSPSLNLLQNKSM
# MC4R ag barr – human MC4R agonism via beta-arrestin; P32245; U2OS MC4R beta-arrestin complementation, luminescence; percent of melanotan II response, DMSO zero; activation, % at 8.9 µM; 360,000 compounds, 0.98% hits; AID 540308;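 active means activation above a per-plate cutoff, the mean activation of sample wells on that plate plus 3 SD, cut at about 8% in these data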
# Target sequence (P32245 whole entry, looked up): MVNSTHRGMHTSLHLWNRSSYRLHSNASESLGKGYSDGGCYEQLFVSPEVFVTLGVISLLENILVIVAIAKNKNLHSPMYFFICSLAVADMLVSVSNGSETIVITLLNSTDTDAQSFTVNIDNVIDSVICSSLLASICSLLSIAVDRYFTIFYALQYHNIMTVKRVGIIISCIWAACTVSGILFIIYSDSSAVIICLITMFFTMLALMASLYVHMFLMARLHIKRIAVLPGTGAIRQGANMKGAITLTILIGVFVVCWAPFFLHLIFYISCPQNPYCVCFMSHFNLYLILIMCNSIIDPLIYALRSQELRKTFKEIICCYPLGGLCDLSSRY
# ABHD5 PLIN5 PPI – inhibitors of human ABHD5-perilipin-5 interaction. inhibition, % at 4 µM. Split G. princeps luciferase complementation, luminescence, 4 h. Q00G26+Q8WTS1. 360,000 compounds, 0.78% hits. AID 602281;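 active means inhibition above the mean inhibition across every tested compound plus 3 SD, cut at about 22% in these data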;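 further: 0% = DMSO only wells and the 100% control is not disclosed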
# COUP-TFII inh – NR2F2 (human) inhibition, primary screen; HEK293T NGFI-A luciferase reporter, luminescence; 370,000 compounds, 0.7% hits; P24468; inhibition, % at 8.6 µM; AID 686940;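 active means inhibition above a per-plate cutoff, mean inhibition of test wells between control levels plus 3 SD, cut at about 38% in these data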;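 further: cells cotransfected with COUP-TFII expression vector driving the NGFI-A reporter; 0% = median of COUP-TF2 test wells and 100% = reporter-only cells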
# LMP1 NFkB inh – inhibitors of Epstein-Barr LMP1-induced NF-kappaB reporter. LMP1-induced NF-kappaB luciferase reporter cells, luminescence. inhibition, % at 12.5 µM. 350,000 compounds, 0.69% hits. AID 504558; in the data active means inhibition above about 41%;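 further: 0% = neutral control wells and 100% = reference inhibitor control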
# NR5A2 inv ag – NR5A2 inverse agonism in reporter assay; 360,000 compounds, 0.13% hits; O00482; inhibition, % at 3.6 µM; AID 602396; HEK293T StAR-luciferase reporter, LRH-1 transfected, 24 h;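 active means inhibition above the mean inhibition of all tested compounds plus 3 SD, cut at about 73% in these data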;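 further: 0% = DMSO wells and 100% = reporter-only cells lacking LRH-1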
# MC4R antag cAMP – antagonists of human melanocortin 4 receptor (MC4R); MC4R-expressing cells, MTII-stimulated cAMP, LANCE TR-FRET; inhibition, % at 6.5 µM; 360,000 compounds, 0.48% hits;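 active means inhibition above its plate's cutoff, the mean of tested wells on that plate plus 3 SD, cut at about 29% in these data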;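 further: 0% = Melanotan II alone and 100% = Melanotan II plus saturating MCL0020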
#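 Assay system: U2OS-MC4R stable cell line; Also added: Melanotan II; Technique: Eu-cAMP/anti-cAMP TR-FRET, emission 671 nm; Times: 30-min compound, 1-h challenge, 1-h detection, room temperature.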
# NCOA3 inh – inhibits human SRC3 coactivator; Q9Y6Q9; HEK293 GAL4-SRC3 luciferase reporter, luminescence; inhibition, % at 3.6 µM; 360,000 compounds, 0.17% hits;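 active means inhibition above a per-campaign cutoff, the mean of all compounds plus 3 SD, cut at about 60% in these data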;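 further: 0% = DMSO-treated cells and 100% = gossypol-treated cells at 36 µM; higher means less SRC3-driven luciferase light from the GAL4 reporter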
# NCOA2 inhibitor – inhibits human steroid receptor coactivator 2 | Q15596 | HEK293 GAL4-SRC2 luciferase reporter, luminescence | inhibition, % at 9 µM | 370,000 compounds, 0.17% hits | AID 651957;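 active means inhibition above the mean inhibition of all tested compounds plus 3 SD, set per campaign, cut at about 52% in these data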;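 further: 0% = DMSO treated cells and 100% = cells given Gossypol at 36 µM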
# NCOA1 inh – inhibits human SRC1 coactivator | Q15788 | HEK293 GAL4-SRC1 luciferase reporter, luminescence | inhibition, % at 3.6 µM | 360,000 compounds, 0.12% hits | AID 588354;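 active means inhibition above the campaign mean plus 3 SD, with each screening campaign given its own cutoff, cut at about 60% in these data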;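 further: 0% = DMSO treated cells and 100% = gossypol at 36 µM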
# Numbers without * were called inactive; · = no result given. A portion of the library. The share of hits here may be higher or lower than overall.
SMILES,TLR9-MyD88 inh,NOD2-RIPK2 inh,MC4R ag barr,ABHD5 PLIN5 PPI,COUP-TFII inh,LMP1 NFkB inh,NR5A2 inv ag,MC4R antag cAMP,NCOA3 inh,NCOA2 inhibitor,NCOA1 inh
O=C(N=C1SC2CS(=O)(=O)CC2N1c1ccc(Br)cc1)C1CCCO1 (configuration not stated),0,4,-3.0,0,-9,4,-3,1,11,8,-42
O=C(COC(=O)c1ccc(Br)cc1)NCCN1C(=O)CSC1=O,-8,-2,1.0,1,6,0,-7,14,13,-16,1
CCOC(=O)C(Cc1ccc(O)cc1)Nc1nc2ccccc2o1 (configuration not stated),-7,10,-1.9,8,0,-10,-5,1,-14,0,-31
O=C(CCC(=O)c1ccc(F)cc1)Nc1cccnc1,3,-12,-0.6,2,10,-7,13,9,-6,-8,-12
Cc1c(C(=O)O)sc2nc3n(c(=O)c12)CCC3,-4,5,-0.6,-6,-2,-2,-3,-8,-5,-3,7
O=C(COC(=O)c1cccc(OC(F)F)c1)NC(=O)NC1CCCCC1,-8,2,7.8,-2,5,4,-9,8,2,-11,-9
CCOC(=O)c1ccc(-n2c(C)nc3ccccc3c2=O)cc1,-7,-24,-1.7,-1,10,-3,-28,4,-24,9,-13
Cc1cc(C)cc(NC(=S)/C(=C(\[O-])c2ccc(Cl)s2)[n+]2cccc(C)c2)c1,-2,-9,-0.2,2,28,-3,14,7,-3,0,-7
COc1ccc(S(=O)(=O)N2CCOC2CNC(=O)C(=O)NCCCN2CCOCC2)cc1OC (configuration not stated),-4,12,-2.2,1,15,4,19,3,6,-4,-33
O=C1c2ccccc2C(=O)N1SC1CCCCC1,13,9,3.5,9,-5,9,9,29*,1,10,12
COC(=O)c1ccc2c(c1O)C(=O)c1ccccc1C2=O,2,-1,-1.5,-4,-16,-10,-21,-1,-21,-35,-47
Cn1c(CSCc2ccc(F)cc2)nnc1SCC(=O)N1CCN(c2ccccc2)CC1,-1,2,-2.3,9,5,9,-19,3,7,-4,5
CC(=O)c1cccc(S(=O)(=O)N2CCC(c3nc4ccccc4[nH]3)CC2)c1,-2,-7,-1.4,6,-20,3,-2,0,-9,-16,16
COc1ccc(N=c2oc3cc(O)ccc3cc2C(=O)NCC2CCCO2)c(OC)c1 (configuration not stated),-29,-74,3.6,2,-10,5,-13,-26,-20,-11,12
O=C(COC(=O)/C=C/c1ccc([N+](=O)[O-])cc1)NNC(=O)c1ccccc1,-7,4,-0.7,-2,2,0,23,-5,3,3,5
CCNC(=O)/C(=C/c1cccc([N+](=O)[O-])c1)NC(=O)c1ccc(C)cc1,6,3,-0.3,-3,1,8,11,-10,12,-11,-6
CC(Nc1nc2ncn(Cc3ccccc3)c2c(=O)[nH]1)C(=O)O (configuration not stated),-6,1,-1.4,6,5,3,1,9,-11,-17,-11
CCCS(=O)(=O)c1nc(S(=O)(=O)c2ccc(C)cc2)c(N2CCC3(CC2)OCCO3)s1,-5,6,-1.0,-11,11,-2,3,0,-19,-6,-5
CCN1CCCC1CNS(=O)(=O)c1c(C)cc(C)cc1C (configuration not stated),-7,-5,1.9,6,20,3,18,2,18,0,6
O=C1CN(C(=O)CSc2nc3c(cnn3-c3ccccc3)c(=O)[nH]2)c2ccccc2N1,-2,-16,0.0,6,6,2,-19,11,-4,-6,-8
Cn1cc(-c2ccc(Cl)cc2)cc(C#N)c1=O,-1,8,2.2,-1,7,10,15,3,1,-13,-4
COCCn1c(SCC(=O)NCCc2ccccc2)nnc1-c1ccco1,-3,0,-0.3,0,-16,0,18,4,-5,1,-5
C=CCNC(=S)Nc1nc2c(cc1C(=O)OCC)COC(C)(C)C2,-4,-2,2.2,-1,-16,1,0,8,5,4,2
CN1CCN(CC(=O)N2CCn3c4c(c5cc(C6CCCCC6)ccc53)CCCC42)CC1 (configuration not stated),-5,5,27*,23*,·,-77,-1,-5,-10,·,0
CCc1ccc(NC(=O)c2cccnc2)cc1,-1,0,-2.8,-7,-43,-12,-52,8,-52,-42,-70
O=C1CC(c2ccc(O)c(O)c2)Oc2c1ccc(O)c2O (configuration not stated),-8,-1,0.9,8,-12,0,-22,9,1,3,-22
NC(=O)/C(=C\c1ccco1)NC(=O)c1ccco1,2,-2,-1.8,2,4,-7,-8,-2,2,-21,11
COc1ccc(CCNC(=O)Oc2ccccc2)cc1OC,-8,-25,0.3,-3,3,1,7,19,-6,2,-8
CCN1C(=O)C(CC(=O)Nc2ccccc2)N(Cc2ccccn2)C1=S (configuration not stated),-3,-19,-0.5,-5,8,-4,-3,22,18,14,14
CCOC(=O)C1CCN(C(=O)CN(c2ccc(OC)cc2)S(=O)(=O)c2c(C)nn(C)c2C)CC1,5,-4,-0.2,10,7,4,15,6,15,17,-105
Cc1noc(C)c1CN(C(=S)NC1CC2CCC1C2)c1ccccc1 (configuration not stated),-3,3,6.5,-8,9,-2,-7,3,7,10,-19
COc1ccc(S(=O)(=O)N(CC(=O)O)c2ccccn2)cc1,3,6,0.0,6,7,-6,-23,5,-1,13,-7
Cc1nc(SC2CC(=O)N(c3ccc([N+](=O)[O-])cc3)C2=O)nc2c1CCCC2 (configuration not stated),-3,-3,-0.1,1,-7,-9,7,3,-38,4,-6
O=C(c1ccccc1Cl)N1CCSCC1,8,-16,-0.4,-5,-6,-2,-7,6,10,-12,-13
COc1ccccc1CN1C(=O)[C@@H]2C(CC(N)=O)NC3(C(=O)Nc4c3ccc(Cl)c4C)[C@@H]2C1=O (some centres not stated),7,-4,-2.2,5,-11,-4,3,-3,3,12,-14
Cc1c(C)c2c(OCC(=O)NC3CC3)cc3c(c2oc1=O)CCC(C)(C)O3,-11,-10,2.0,-3,8,6,-3,14,3,-17,-15
O=C(CCc1nc2ccccc2c(=O)[nH]1)NCC(=O)Nc1ccc(F)c(F)c1,4,-5,-0.6,1,0,-23,-7,-2,-12,-16,6
CCOc1ccccc1-c1nc(C(N)=O)c2[nH]c(=O)n(-c3cccc(C)c3)c2n1,3,-8,-1.8,4,-6,-8,22,10,18,6,9
Clc1nc2ccccc2cc1/C=N/Nc1nc2ccccc2[nH]1,4,-18,-1.8,-2,-8,-37,-63,-10,-77,-59,-105
Cc1ccc(-c2noc(-c3ccccc3Br)n2)cc1,3,-11,2.2,-4,-42,-43,-124,-3,-96,-82,-116
Cn1c(=O)c2c(nc(Oc3ccc4ccccc4c3)n2C)n(C)c1=O,-1,-5,-1.6,2,18,22,8,4,41,29,50
C=CCN(C(=O)c1csnn1)C(C(=O)NC1CCCC1)c1ccccc1 (configuration not stated),-7,-11,-1.1,1,-26,-6,-11,12,12,0,0
Cc1[nH]c(C)c2c(=O)n(-c3ccccc3)ncc12,-12,-7,2.5,3,12,-6,-32,1,-11,2,-20
CC1(C)Cc2ccccc2-c2nnc(-c3cccnc3)n21,6,-20,0.1,3,-33,2,15,-10,3,-39,4
CN(CC(=O)Nc1cccc(F)c1)C(=O)/C=C/c1ccc(S(=O)(=O)N2CCCCCC2)cc1,8,2,-2.2,-2,-7,-2,-13,4,1,6,-14
Cc1nnc(SCC(=O)Nc2cc(S(=O)(=O)N3CCCC3)ccc2Cl)n1C1CC1,0,-14,0.1,-4,6,2,6,3,-4,5,-16
COc1ccc(C(C(=O)NC(C)(C)C)N(C(=O)CCC(=O)Nc2cc(C)on2)c2ccc3c(c2)OCCO3)cc1 (configuration not stated),-3,-11,-0.1,0,-3,9,22,16,1,-5,-3
O=C(CN1CCN(S(=O)(=O)c2ccccc2)CC1)NC(=O)NCc1ccccc1,-1,-5,-1.0,-3,-17,4,-9,7,14,6,7
CCc1nc2ccc(C(=O)N(C)CCCN(C)C)cn2c1N(CC)CCOC,·,-12,-2.1,8,12,·,19,8,-27,-6,-4
C/C(=N\NC(N)=S)c1ccc2c(c1)OCCO2,2,-17,2.5,-3,1,-15,21,22,6,-54,-33
CC(=O)Nc1ccc(NC(=O)Cc2sc(C)nc2-c2ccc(C)cc2)cc1,1,4,0.3,-4,-15,0,6,8,20,12,19
COC(=O)n1c(=O)oc2ccccc21,1,0,-1.2,0,4,3,12,-2,-16,-10,-1
COc1ccccc1NC(=O)c1sc(NC(=O)c2ccco2)c(C#N)c1C,0,5,-0.7,3,-4,-3,-10,18,11,10,-4
CC(=O)Nc1ccc(S(=O)(=O)N(C)CC(=O)OC(C)C(=O)N(C)C2CCCCC2)cc1 (configuration not stated),1,5,-1.7,4,12,-2,3,3,8,-16,0
CCOC(=O)C1(C)CCCCN1C(=O)c1cccs1 (configuration not stated),·,4,-1.3,13,5,·,-6,2,-3,-4,-1
CC(C)c1ccc(NC(=O)CSc2nc(=O)n(CCCN3CCOCC3)c3c2CCCC3)cc1,2,2,2.1,7,15,2,4,6,-1,-1,-2
N/C(=N\OC(=O)c1ccc([N+](=O)[O-])cc1)c1cccnc1,-6,-6,-3.0,-3,0,-8,-10,-2,-11,-12,-28
CC(=NNC(=O)c1cccc(S(=O)(=O)N2CCOCC2)c1)c1ccc(Cl)cc1,-3,-6,1.0,-1,-4,-4,3,4,1,0,-8
COC(=O)c1sccc1-n1cccc1C(=O)C(=O)N1CCCC1,-5,2,-3.0,-1,-10,-6,9,1,5,-11,-12
COc1cc(NC(=O)Nc2nc(C(N)Cc3ccc(C(F)(F)F)cc3)cs2)cc(OC)c1OC (configuration not stated),·,-13,20*,1,-3,·,-1,10,6,-17,-6

# Reprinted from the part before: 2 compounds, followed by the next part.
SMILES,TLR9-MyD88 inh,NOD2-RIPK2 inh,MC4R ag barr,ABHD5 PLIN5 PPI,COUP-TFII inh,LMP1 NFkB inh,NR5A2 inv ag,MC4R antag cAMP,NCOA3 inh,NCOA2 inhibitor,NCOA1 inh
COC(=O)c1sccc1-n1cccc1C(=O)C(=O)N1CCCC1,-5,2,-3.0,-1,-10,-6,9,1,5,-11,-12
COc1cc(NC(=O)Nc2nc(C(N)Cc3ccc(C(F)(F)F)cc3)cs2)cc(OC)c1OC (configuration not stated),·,-13,20*,1,-3,·,-1,10,6,-17,-6
COc1ccccc1N(CC(=O)NCCSC(C)(C)C)S(C)(=O)=O,-3,-9,-0.8,-13,18,-2,25,16,14,10,11
OC(COCC1COc2ccccc2O1)CN1CCN(c2ccccc2)CC1 (configuration not stated),3,-2,-0.9,6,-5,-5,12,2,-30,1,-1
O=S1(=O)C[C@@H]2N=C(N/N=C/c3ccccc3)S[C@@H]2C1,-5,-3,0.7,-6,-8,0,-2,7,24,-18,-23
S=c1[nH]nc(-c2cc(-c3ccccc3)n[nH]2)n1/N=C/C=C/c1ccco1,·,-11,-1.6,-2,9,·,-7,4,-27,-9,-1
COc1ccccc1N(CCC#N)C(=S)Nc1ccc(S(=O)(=O)N2CCOCC2)cc1,3,-2,-0.9,-12,1,-3,2,6,-22,-32,-32

# Compound activity from PubChem BioAssay.
